# Source: PubChem BioAssay
# mHTT CaM bind: mutant huntingtin-calmodulin interaction inhibitors – biochemical, AlphaScreen, primary screen. P42858. AlphaScreen His-mHTT/GST-CaM binding, luminescence. inhibition, % at 15 µM. 190,000 tested, 3.6% active. AID 1671202, 2021;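 note: 0% = both proteins with DMSO and 100% = one protein alone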
# Pf apPOL inh: Pf-apPOL inhibitors, biochemical, fluorescence; Plasmodium falciparum apicoplast DNA polymerase (apPOL); inhibition, % at 10 µM; 210,000 tested, 0.25% active; AID 1794808, 2022; Recombinant Pf-apPOL, molecular beacon fluorescence, 1.5 h
# Active calls of the source: *; / = no result given; & = joins results of further samples. Cut-off read from the data, not from the text of the source: active = inhibition above about 50%; inactive = the rest. This is a subset (hit frequency here may not be typical).
SMILES,mHTT CaM bind,Pf apPOL inh
Cc1nn(C)c(C)c1Sc1nccc(-c2cccnc2)n1,/,-2
O=C(Nc1cc(F)cc(F)c1)NC1CCN(c2ccccc2)C1=O (stereo not given),-5,2
CC(=O)NCCOc1c(C)cc(Br)cc1C,-6,1
Cc1ccc(Cl)cc1NC(=O)CSc1nc2ccc(N)cc2s1,15,-13
Cc1ccc(CNC(=O)c2cncc(-c3ccc(C)cc3)c2)cc1,-9,-8
CCOc1ccc(C(=O)Nc2ccc3oc(-c4ccncc4)nc3c2)cc1[N+](=O)[O-],12,-2
CC1CCN(S(=O)(=O)N2CCCC(C(=O)NC3CCCCC3C)C2)CC1 (stereo not given),-10,-14
Cc1ccc(S(=O)(=O)NC(=O)Nc2ccc(F)cc2)cc1,1,-2
COC(=O)C1CN(C2CC2)CCS(=O)(=O)N1Cc1cn(Cc2ccc(OC)cc2)nn1 (stereo not given),-6,-6
CC(=O)Nc1nsc(N2CCC(C(=O)NCc3ccc(F)cc3Cl)CC2)n1,-6,-2
Cc1nn(-c2cccc(Cl)c2)c2c1C(c1ccncc1)C(C#N)=C(N)O2 (stereo not given),17,-6
Cc1[nH]nc2c1C(c1ccc(OC(C)C)cc1)C(C#N)=C(N)O2 (stereo not given),5,-3
COc1cc(C=C2Oc3c(ccc(O)c3CN3CC(C)CC(C)C3)C2=O)cc(OC)c1OC (stereo not given),6,-6
Cc1ccc(CC(=O)Nc2ccccc2S(C)(=O)=O)cc1,-10,-1
C=CCNC(=O)C(=O)Nc1ccc(C)c(Cl)c1,-4,-7
CS(=O)(=O)C1Cc2ccccc2CN1C(=O)Nc1ccc([N+](=O)[O-])cc1 (stereo not given),-2,-2
CNC(=O)c1cc2c(=O)n3cccc(C)c3nc2n(C(C)C)c1=N,-3,4
CC(=O)Nc1ccc(NC2=CC(=NS(=O)(=O)c3ccccc3)c3ccccc3C2=O)cc1,71*,-2
COc1ccccc1N1C=C(C#N)S(=O)(=O)c2c(F)cccc21,-2,0
CCCC1CCc2c(sc(NC(=O)c3ccc([N+](=O)[O-])cc3Cl)c2C(N)=O)C1 (stereo not given),7,4

# Single values from the entries so far:
# Value of Cc1ccc(CC(=O)Nc2ccccc2S(C)(=O)=O)cc1 under Pf apPOL inh: -1
# Value of Cc1ccc(Cl)cc1NC(=O)CSc1nc2ccc(N)cc2s1 under mHTT CaM bind: 15

# (more compounds)
SMILES,mHTT CaM bind,Pf apPOL inh
CC(=O)Nc1cccc(-c2nnco2)c1,/,-2
CC1Cc2nc(SCC(=O)Nc3cccc(C(F)(F)F)c3)n(C)c(=O)c2S1 (stereo not given),9,8
O=C(NCc1ccco1)c1cccc(C2CCCN(C(=O)c3ccccc3)C2)c1 (stereo not given),9,-2
O=c1[nH]c2ccc(N=Cc3cc(Br)cc(Br)c3O)cc2[nH]1,61*,-8
O=C(NCCC1CCN(C(=O)NC2CCCCC2)CC1)c1cccc(F)c1,-9,-1
CN(C)S(=O)(=O)c1ccc(C(=O)Nc2nc3ccc(Cl)cc3s2)cc1,-4,-4
Brc1ccc(C2C=C(c3cccs3)Nc3ncnn32)cc1 (stereo not given),17,-3
Cc1c(C(=O)Nc2nnc(Cc3ccc(Cl)cc3)s2)cccc1[N+](=O)[O-],2,-1
N#Cc1cccc(C(=O)Nc2ccc3c(N4CCCC4)ncnc3c2)c1,12,-1
O=C(NCc1ccncc1)c1ccc(-n2cccn2)cc1,/,-7
O=S(=O)(Nc1cccc(NS(=O)(=O)c2ccc(F)cc2)c1)c1ccc(F)cc1,-2,6
COc1ccc(CCNC(=O)CSC2=NN3CCCC(=O)N=C3S2)cc1OC,0,0
O=C(NCCCc1ccccc1)c1cn(-c2cccc(Cl)c2)nn1,-6,1
CCn1cc(-c2[nH]ncc2Br)cn1,-7,/
Cc1cc(C(=O)Nc2onc3c2CSC3)no1,-11,15
CC(c1ccccc1)N1CCN(C(=O)c2cc(C(C)(C)C)nn2C)CC1 (stereo not given),20,-8
COc1cccc2cc(C(=O)N3CCC(Cn4cnc5ccccc54)CC3)oc12,6,-42
CCC(=O)NCc1csc(C2CCN(C(=O)Cc3ccc(Cl)cc3)CC2)n1,9,-2
Cc1ccc(-c2cnc(N3CCCC(C(=O)Nc4ccc(F)cc4)C3)nc2)cc1 (stereo not given),-4,0
Cc1nn(S(=O)(=O)c2ccccc2[N+](=O)[O-])c(C)c1Sc1ccc([N+](=O)[O-])cc1,2,-1
O=C(Nc1c2c(nn1-c1ccccc1)CSC2)c1ccco1,77*,-12
COc1cc(C(=O)N=C2C(C)=CC(=O)C=C2C)cc(OC)c1OC,15,-1
CC1(C)CC(=O)C2=C(C1)Nc1nc(C(F)(F)F)nn1C2c1ccccc1Cl (stereo not given),-3,-18
Brc1ccccc1OCCOCCN1CCNCC1,2,-3
O=C(NCc1csc2ccc(Cl)cc12)c1cccnc1Oc1ccc(Cl)cc1,/,-2
O=C(NCCOc1ccc(-c2ccc(F)cc2)nn1)NCc1ccccc1,-5,-3
CSc1sc(C#N)c(C)c1-c1ccn(C(=O)c2cc(C(F)(F)F)cc(C(F)(F)F)c2)n1,/,-3
Cc1ccccc1CNC(=O)C1(C)CCCN(C(=O)NCC(C)C)C1 (stereo not given),-11,-3
CC(C)(C)c1ccc(C2=N/C(=C\c3ccc(Br)o3)C(=O)O2)cc1,15,2
CS(=O)(=O)Oc1ccc2c(c1)OC(=Cc1ccc(F)cc1)C2=O,2,-4
Cc1cc([N+](=O)[O-])ccc1N=Cc1ccc([N+](=O)[O-])cc1,-2,-2
COC(=O)c1ccccc1Oc1ccncc1,-5,-4
O=C1C(=Cc2cc(Br)cc3c2OCOC3)Oc2c1ccc(O)c2CN1CCOCC1,8,-2
Nc1c(C(=O)Nc2ccccc2)sc2ncc3cc4ccccc4nc3c12,26,-11
Cc1ccc(NC(=O)C2CCCN(c3cc(=O)n(C)c(=O)n3C)C2)cc1 (stereo not given),0,-8
O=C(NC1CCCC1)N1CCN(Cc2nc3cccnc3n2-c2ccccc2)CC1,17,1
Cc1ccc(-c2nc3ncccn3c2Nc2ccccc2)o1,0,0
CCOc1nc(Cl)nc(N2CCCCC2C)n1 (stereo not given),-16,-3
CC(C)CNC(=O)c1ccc(NC(=O)c2ccccc2[N+](=O)[O-])cc1,0,0
COc1cccc(C(=O)NCCS(=O)(=O)NCC2CCCO2)c1 (stereo not given),3,3

# Reformatted field by field: entries from further up
O=C1C(=Cc2cc(Br)cc3c2OCOC3)Oc2c1ccc(O)c2CN1CCOCC1
  mHTT CaM bind: 8; Pf apPOL inh: -2
Nc1c(C(=O)Nc2ccccc2)sc2ncc3cc4ccccc4nc3c12
  mHTT CaM bind: 26; Pf apPOL inh: -11
Cc1ccc(NC(=O)C2CCCN(c3cc(=O)n(C)c(=O)n3C)C2)cc1 (stereo not given)
  mHTT CaM bind: 0; Pf apPOL inh: -8
O=C(NC1CCCC1)N1CCN(Cc2nc3cccnc3n2-c2ccccc2)CC1
  mHTT CaM bind: 17; Pf apPOL inh: 1

# Next entries follow.
SMILES,mHTT CaM bind,Pf apPOL inh
CC(Oc1ccccc1)C(=O)N1CCN(Cc2nc3ccccc3n2C)CC1 (stereo not given),-4,-8
O=C(O)CCCn1c(SCc2cc(=O)n3ccccc3n2)nc2ccsc2c1=O,10,-1
Cc1cc(C)cc(N2CCC(C(=O)NCCN(C)C)C2=O)c1 (stereo not given),0,-1
Cc1ccc(C2CC(C(F)(F)F)n3ncc(C(=O)N(C)CCC#N)c3N2)cc1 (stereo not given),12,-8
Cn1nc(-c2nc(-c3cccc(F)c3)no2)c2c1CCN(C(=O)c1ccc(F)cc1)C2,-5,-5
CCOc1ccc(CCNC(=O)C2CCCN(c3nc4ccccc4o3)C2)cc1OCC (stereo not given),15,-11
Cc1cccc(-n2cc(-c3ccccc3)c3c(NCc4ccco4)ncnc32)c1,35,-4
COc1ccc(-c2noc(-c3ccc(NCc4ccccc4)nc3)n2)cc1,-3,4
Cc1ccc(-n2[nH]c3c(cnc4ccc(C(=O)N5CCCCC5)cc43)c2=O)cc1C,2,-3
O=C1C=CC(=Nc2ccc(Br)cc2)C=C1,87*,-5
O=C(CN1N=NC2C(=O)N(c3ccc(F)cc3)C(=O)C21)Nc1ccccc1 (stereo not given),-3,-11
COCCC(=O)N1CCc2nc(-c3ccc(Cl)cc3)ncc2C1,-8,-4
CC(=O)C(C#N)=C(N)SCc1csc(-c2ccc(Cl)cc2)n1,/,-8
O=C1CCCC2=C1C(c1ccc(OCc3ccc([N+](=O)[O-])cc3)cc1)C1=C(CCCC1=O)N2,23,-10
COc1cc(C(=O)Nc2ncc(Cc3ccc(Cl)cc3)s2)cc(OC)c1OC,12,-1
COC(=O)c1sccc1NC(=O)C1CC(C)=C(C)CC1C(=O)O (stereo not given),/,-6
COc1ccccc1NC(=O)c1cc(S(=O)(=O)NC2CCC(C)CC2)ccc1F (stereo not given),0,-4
Cc1nc2sc(-c3ccc([N+](=O)[O-])o3)c(N)c2c(C)c1Cl,16,-4
Cc1nc(SCc2ccccc2)[nH]c(=O)c1CC(=O)N1CCN(S(C)(=O)=O)CC1,-2,-12
O=C(O)c1ccccc1SC1CC(=O)N(c2cccc(Cl)c2)C1=O (stereo not given),3,0

# The closing 4 compounds of the part before open the next one.
SMILES,mHTT CaM bind,Pf apPOL inh
COc1ccccc1NC(=O)c1cc(S(=O)(=O)NC2CCC(C)CC2)ccc1F (stereo not given),0,-4
Cc1nc2sc(-c3ccc([N+](=O)[O-])o3)c(N)c2c(C)c1Cl,16,-4
Cc1nc(SCc2ccccc2)[nH]c(=O)c1CC(=O)N1CCN(S(C)(=O)=O)CC1,-2,-12
O=C(O)c1ccccc1SC1CC(=O)N(c2cccc(Cl)c2)C1=O (stereo not given),3,0
O=C(CSc1nc2c(cnn2-c2ccc(Cl)cc2)c(=O)[nH]1)N1CCCCC1,-4,-2
CCOc1ccc(S(=O)(=O)Nc2cc(OC)ccc2OC)c2cccnc12,26,-2
Cc1nc(N)nc(NN=Cc2ccccc2O)n1,/,-92
CCOc1ccccc1N1CCN(Cc2ccc(OC)c(OC)c2OC)CC1,-1,0
CCOC(=O)CC1(NC(=O)N2CCCC2c2ccc(C)cc2)CCCCC1 (stereo not given),11,-2
O=C1CC(Cc2ccccc2)C(=O)N1c1ccccc1F (stereo not given),-1,-6
Cc1cc(C)c(S(=O)(=O)NCC(=O)O)c(C)c1,0,-11
CC(C)(C)c1noc(-c2c(O)c3ccc(F)cc3[nH]c2=O)n1,-10,0
Cc1noc(C)c1C1CCCN1C(=O)c1cc(-c2ccccc2)no1 (stereo not given),7,-1
CC(Oc1ccccc1F)C(=O)Nc1ccc(Br)cc1 (stereo not given),-22,-2
COc1ccc(CNC(=O)N2CCCC2c2nc(-c3cccc(OC)c3)no2)cc1 (stereo not given),-2,0
Cc1cc(Cl)ccc1OCC(=O)NC1CCCC1,-13,-2
O=C(c1ccsc1)N1CCCCC1CCN1CCOCC1 (stereo not given),-7,2
CCCCN(CC)C(=O)c1ccc(OC)c(OC)c1,0,-7
Cc1ccc(N2CCCS2(=O)=O)cc1NC(=O)COc1cccc2c1OC(C)(C)C2,-20,-11
COc1cc(/C=C2\C(=O)NN(c3ccc(C)c(Cl)c3)C2=O)cc(OC)c1OC,33,-4
CCCS(=O)(=O)N1CCc2ccc(NS(=O)(=O)c3ccc(C)s3)cc2C1,-9,9
CC1CC(C)CN(C(=O)C2CCCN(S(=O)(=O)c3ccc(Br)s3)C2)C1 (stereo not given),-8,5
Cc1ccc(S(=O)(=O)Nc2ccc(NC(=O)C3C4C=CC(O4)C3C(=O)O)cc2)cc1 (stereo not given),3&6,-10&0
Cc1nc(C)c(S(=O)(=O)NCc2c(-c3ccccc3)noc2C)s1,/,-9

# 3 of the compounds above, bar-delimited:
compound | mHTT CaM bind | Pf apPOL inh
Cc1ccc(N2CCCS2(=O)=O)cc1NC(=O)COc1cccc2c1OC(C)(C)C2 | -20 | -11
COc1cc(/C=C2\C(=O)NN(c3ccc(C)c(Cl)c3)C2=O)cc(OC)c1OC | 33 | -4
CCCS(=O)(=O)N1CCc2ccc(NS(=O)(=O)c3ccc(C)s3)cc2C1 | -9 | 9

# More records.
SMILES,mHTT CaM bind,Pf apPOL inh
Cc1ccc(CNC(=O)C2(C)CCCN(C(=O)Nc3ccc(F)cc3)C2)cc1 (stereo not given),5,-4
Cc1cccc(NC(c2ccc(Br)cc2)c2ccc3cccnc3c2O)n1 (stereo not given),97*,4
CC(C)n1cc(C2=CCN(C(=O)Nc3ccc(F)cc3F)CC2)c2cccnc21,17,-3
O=C(Cn1c(=O)oc2cc(Cl)ccc21)Nc1ccc(C(=O)O)cc1,-5,-4
O=C(CCC1CCCC1)N1CCN(Cc2ccccc2Cl)CC1,-1,0
COc1cc2c(cc1NC(=O)c1ccncc1)oc1ccccc12,8,-4
Cc1n[nH]c(C)c1S(=O)(=O)N1CCC(C(=O)N(C)Cc2ccccc2)CC1,1,0
Cc1onc(-c2ccccc2Cl)c1C(=O)Nc1ccc(Cl)cc1,-14,-3
O=C(CN1CCNCC1)c1cccs1,-8,-7
CC(C)(C)c1csc(CS(=O)(=O)c2cccs2)n1,/,2
O=C1CSC(c2c(F)cccc2Cl)N1c1cccc(F)c1 (stereo not given),-11,-2
CN(C)CCC(=O)c1cccs1,-2,-11
CCCc1cc(=O)[nH]c2nnc(SCC(=O)Nc3cc(C)on3)n12,-16,-1
CC(=O)Nc1ccc(C(=O)Nc2ccc(Cl)c(Cl)c2)cc1,-7,3
O=C(Nc1cc(F)c(F)cc1Cl)N1CCN(c2ccc([N+](=O)[O-])cc2)CC1,4,4
O=C(Nc1ccc(F)cc1F)c1n[nH]c(=O)c2ccccc12,1,-2
Cc1ccc(CNC(=O)C2CCCN(c3ccncc3)C2)o1 (stereo not given),0,-2
CCC(=O)N1CCc2sc(C(=O)N3CCCCC3)cc2C1,0,2
O=C(c1ccc2c(c1)OCO2)N1CCN(S(=O)(=O)C2CC2)CC1,-3,2
O=c1c2c(ncn2Cc2ccccc2)n(-c2cccc(F)c2)c(=O)n1CC1CC1,3,-4
O=C(Nc1ccc(F)cc1F)c1cnc2n(c1=O)CCS2,0,-4
CC(=O)Nc1nc(C)c(-c2csc(Nc3ccc(C(=O)O)cc3)n2)s1,5,-7
